Giardia killer = kills Giardia lamblia; Giardia lamblia trophozoite viability; activity change, % at 7.66 µM, hits read low; actives 0.15% (n = 340,000); AID 540267; in the data active = activity change below about -80%; inconclusive = between about -30% and that limit;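 also: parasites exposed to compound for two days anaerobically before the ATP read; % is scaled to controls: 0 for no effect and ±100 for the full control effect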
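Trophozoite viability was measured as ATP-dependent luminescence, read 15-30 min after reagent addition. Before that, parasites at 100 cells/well were exposed to compounds for 48 h, anaerobically, at 37 deg C.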
a7 integrin act = activators of alpha7 integrin expression for muscular dystrophy | alpha7betagal myoblasts, beta-gal FDG fluorescence, 48 h | Potency, µM (top dose mostly 38.3 µM), for inactives: at the top dose activation, hits mostly activators | actives 0.064% (n = 350,000);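 also: potency is read from the fitted curve at half-maximal effect; 100% = response of the positive control SU9516; nearly all actives have a fitted effect of over 60% in size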
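alpha7betagal+/- myoblasts (passage 13, 250/well) treated 48 h at 37C with compounds at 1:260 dilution of DMSO stock. Lysed, then beta-galactosidase activity read as FDG fluorescence (ex 480/em 540) after 30 min, with pre-read for autofluorescence.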
Menin MLL FP TR = inhibitors of human menin-MLL interaction, mutant MLL peptide. O00255. Menin + Texas Red MLL mutant peptide, fluorescence polarization. Potency, µM (series often up to 61.6 µM), for the others: top-dose FP activity change, negative = inhibition, usual class: inhibitors. actives 0.23% (n = 270,000); active = well fitted inhibition curve with a large enough effect in the polarisation, with a control signal flat, not every such curve was filed as active; inconclusive = small, poorly fitted or top-dose-only effect, or effect the other way, or a change in a side signal; inactive = no such curve, though single readings can be large or run the other way; the % refers to the polarisation; also: potency is read from the fitted curve at half-maximal effect; % of control where 0% means no effect; many of its hits are not listed in these tables
S-ASM inh = blocks human secretory acid sphingomyelinase; P17405; placental ASM, HMU-PC fluorogenic substrate, 60 min; Potency, µM (series often up to 57.5 µM), without a hit: at the top dose activity change, negative = inhibition, usual class: inhibitors; actives 0.006% (n = 340,000); also: potency is read from the fitted curve at half-maximal effect
Target sequence (P17405 47-631 limits assumed): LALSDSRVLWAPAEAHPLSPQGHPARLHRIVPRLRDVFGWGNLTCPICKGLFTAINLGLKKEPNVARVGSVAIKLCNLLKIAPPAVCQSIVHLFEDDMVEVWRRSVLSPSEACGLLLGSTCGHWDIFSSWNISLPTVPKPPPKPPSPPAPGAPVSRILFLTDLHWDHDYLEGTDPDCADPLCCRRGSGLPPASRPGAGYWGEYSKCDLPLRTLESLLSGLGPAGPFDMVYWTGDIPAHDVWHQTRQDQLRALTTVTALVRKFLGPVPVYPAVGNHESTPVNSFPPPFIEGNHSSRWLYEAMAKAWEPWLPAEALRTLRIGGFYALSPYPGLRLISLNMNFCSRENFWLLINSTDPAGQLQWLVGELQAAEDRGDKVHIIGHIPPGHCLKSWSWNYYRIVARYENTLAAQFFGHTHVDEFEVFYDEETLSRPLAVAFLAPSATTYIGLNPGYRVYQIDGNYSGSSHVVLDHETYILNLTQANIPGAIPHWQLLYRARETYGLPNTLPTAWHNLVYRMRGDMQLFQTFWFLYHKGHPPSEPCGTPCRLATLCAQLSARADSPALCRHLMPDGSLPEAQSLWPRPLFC
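qHTS format. ASM enzyme prepared from human placenta hydrolyses the fluorogenic substrate HMU-PC0 (9 uM final) over 60 min at 37 °C after a 10 min compound preincubation.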
PTAP TSG101 blk = blocks PTAP/TSG101 interaction to inhibit HIV-1 budding; 340,000 tested, under 10 active; Fluorescence polarization, FITC-PTAP peptide / Tsg101 binding; Potency, µM (top dose mostly 115 µM), inactives show at the top dose activity change, negative = inhibition, actives largely listed as inhibitors; AID 493005; active = well fitted inhibition curve with a large enough effect in the main read-out, with a control signal flat, not every such curve was filed as active; inconclusive = small, poorly fitted or top-dose-only effect, or effect the other way, or a change in a side signal; inactive = no such curve, though single readings can be large or run the other way; also: potency is read from the fitted curve at half-maximal effect; % of control where 0% means no effect
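Compounds were pin-transferred onto Tsg101 binding domain (10 uM final) in HEPES pH 7.5 buffer, then FITC-PTAP peptide was added at 50 nM final. After 20 min at RT, polarization reported peptide displacement across a qHTS concentration series.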
BCR signal inh = inhibitors of chronic active B-cell receptor signaling; actives 0.05% (n = 340,000); Potency, µM (series often up to 46.1 µM), without a hit: at the highest dose ratio change, negative = lower green/red ratio, hits mostly inhibitors; AID 493014; ABC-DLBCL IkBa-CBG/CBR reporter, luminescence ratio, 4 h; active = well fitted inhibition curve with a large enough effect in the signal ratio, with a control signal flat, not every such curve was filed as active; inconclusive = small, poorly fitted or top-dose-only effect, or effect the other way, or a change in a side signal; the % refers to the signal ratio;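 also: potency is read from the fitted curve at half-maximal effect; plate controls were basal doxycycline-induced cells for no effect and cells given 10 µM MG132 for full effect; MG132 reads +100%, hits lower the ratio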
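TMD8 ABC-DLBCL cells carrying doxycycline-inducible green luciferase fused to IkappaBalpha plus unfused red luciferase were exposed to compounds (up to 46 uM) for 4 hrs at 37C. Activity came from the overlap-corrected green/red luminescence ratio.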
Tb PFK inh = blocks T. brucei phosphofructokinase; O15648; T. brucei PFK, ADP-Glo luminescence; Potency, µM (highest dose often 57.5 µM), for inactives: top-dose activity, negative = inhibition, most hits filed as inhibitors; actives 0.17% (n = 330,000); AID 485367;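 also: potency is read from the fitted curve at half-maximal effect; 0% = uninhibited 1x PFK enzyme wells and -100% = no-enzyme wells; nearly all actives have a fitted effect of over 60% in size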
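In TEA buffer at pH 8.0 with 5 mM MgCl2, enzyme (1.25 nM) converted F6P (0.5 mM) and ATP (0.1 mM) for 45 min at room temperature. ADP product was read by luciferase luminescence.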
B2AR arrestin = agonists driving beta-arrestin recruitment to human beta2-adrenergic receptor. P07550. beta-arrestin recruitment to beta2AR, cell-based reporter. Potency, µM (top dose mostly 46.1 µM), for inactives: top-dose activation, most hits filed as activators. actives 0.02% (n = 330,000). AID 492947;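 also: potency is read from the fitted curve at half-maximal effect; 0% = DMSO controls and full agonism = EC100 isoproterenol or metaproterenol; nearly all actives have a fitted effect of over 65% in size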
Target sequence (P07550 whole entry, looked up): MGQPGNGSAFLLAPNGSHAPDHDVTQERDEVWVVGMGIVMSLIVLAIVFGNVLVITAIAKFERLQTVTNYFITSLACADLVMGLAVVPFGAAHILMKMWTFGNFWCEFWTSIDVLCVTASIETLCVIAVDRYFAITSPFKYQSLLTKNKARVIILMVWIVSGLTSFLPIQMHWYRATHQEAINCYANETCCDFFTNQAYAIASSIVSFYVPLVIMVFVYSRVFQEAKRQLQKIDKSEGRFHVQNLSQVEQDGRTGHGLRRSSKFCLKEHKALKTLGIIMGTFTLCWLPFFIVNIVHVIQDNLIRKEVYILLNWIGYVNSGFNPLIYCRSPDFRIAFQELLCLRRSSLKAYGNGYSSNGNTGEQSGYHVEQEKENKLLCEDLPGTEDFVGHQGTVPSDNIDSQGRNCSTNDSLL
FBPA coupling cs = coupling enzyme interference in Giardia aldolase counter-screen; coupling enzyme system counterscreen, AmpLite Red fluorescence; activity change, negative = inhibition, % at 58.2 µM, hits read low; actives 0.67% (n = 290,000); in the data active = activity change below about -30%; also: % is scaled to controls: 0 for no effect and ±100 for the full control effect
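Counterscreen of the coupled detection system alone, without aldolase: glyceraldehyde-3-phosphate coupling enzymes plus AmpLite Red readout. Compounds at 57.5 uM final, 10 min RT preincubation, 20 min RT reaction, fluorescence 525/598 nm.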
GALK inhibitor = blocks human galactokinase activity; P51570; Purified GALK, Kinase-Glo residual ATP luminescence; Potency, µM (series often up to 57.5 µM), for inactives: at the top dose activity change, negative = inhibition, most hits filed as inhibitors; actives 0.007% (n = 270,000); AID 1868; also: potency is read from the fitted curve at half-maximal effect; % is scaled to controls: 0 for no effect and ±100 for the full control effect
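The enzyme phosphorylates galactose (100 uM) using ATP (35 uM); inhibition is detected as higher residual ATP, quantified by bioluminescence after 1 h reaction at room temperature, pH 8.0.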
PKM2 act = PKM2 (human) enzyme activation; P14618; purified PKM2, Kinase-Glo ATP luminescence, activation; response scale: 0% is enzyme alone, no compound; Potency, µM (titrated, usually from 57.5 µM), without a hit: at the highest dose activation, usual class: activators; actives 0.34% (n = 260,000); AID 1631; also: potency is read from the fitted curve at half-maximal effect; % is scaled to controls: 0 for no effect and ±100 for the full control effect; nearly all actives have a fitted effect of over 55% in size
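hPK-M2, >95% pure; 0.1 mM ADP / 0.5 mM PEP final; imidazole pH7.2 buffer w/ 7 mM MgCl2, 50 mM KCl; 1 h RT; Kinase-Glo lum. Intermediate enzyme activity for dual inhibitor/activator qHTS.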
Starred values were filed as active, the others as inactive; i = inactive; ? = inconclusive; . = not tested or not shown; & = joins results of further samples; [ ] = dose if it differs, or a comment. Unless noted, calls follow the shape of the dose curve; as a rule, active = well fitted curve in the direction sought with a large enough effect; inconclusive = small, poorly fitted or top-dose-only effect, or another doubt; inactive = no such curve, though single readings can be large; an effect the other way counts as inactive or inconclusive. Only part of the results is shown, so the mix of outcomes need not match the whole.

SMILES	Giardia killer	a7 integrin act	Menin MLL FP TR	S-ASM inh	PTAP TSG101 blk	BCR signal inh	Tb PFK inh	B2AR arrestin	FBPA coupling cs	GALK inhibitor	PKM2 act
CCOC(=O)c1nnn(-c2nonc2N)c1CNc1ccc(C)c(Br)c1	5	17%	19%	-24%	0%	?	0%	-0.5%	0	1%	10%
CCCCC1CCCOC(C(=O)NCCNCCO)(C(F)(F)F)C1 (stereo not given)	17&-8	2%	-16%	-1%	-8%	.	.	.	0	.	.
CCC1CCCCN1CCCNC(=O)Cn1cnc2sc(C)c(S(=O)(=O)N3CCC(C)CC3)c2c1=O (stereo not given)	-4	-9%	-28%	8%	1%	4%	-1%	-0.1%	-2	0%	0%
COc1ccc(/C=N\NC(=O)c2ccccc2[N+](=O)[O-])cc1COc1c(F)c(F)c(F)c(F)c1F	5	19%	49%[activator]	-16%	-8%	?	0%	0.4%	-2	4%	-2%
O=C(CSCc1ccc(C(=O)O)cc1)Nc1ccccc1	7	?	2%	-2%	-1%	?	6%	0.5%	3	1%	1%
CCOc1ccc(C(=O)NC(=S)Nc2ccccc2N2CCC(C)CC2)cc1[N+](=O)[O-]	9	4%	-17%	-12%	-2%	?	9%	-0.2%	-7	-1%	-1%
COc1ccccc1N(CC(=O)NC(C)(C)C)C(=O)CCC(=O)Nc1ccccn1	0	-11%	3%	5%	-3%	1%	-2%	-0.9%	1	-2%	-14%
CCN(C(=O)CSc1nc2ccccc2n1C)C1CCS(=O)(=O)C1 (stereo not given)	-7	27%	.	5%	0%	0%	-1%	0.0%	.	.	.
CCOC(=O)/C(Sc1nc(-c2ccccc2)cc(-c2ccccc2)c1C#N)=C(\C)O	7	15%	?	14%	0%	?	-1%	0.3%	1	3%	.
COc1cccc(/C=C/c2nc(C#N)c(NCC(C)C)o2)c1	-4	-6%	?	i	-14%	-18%	-1%	-1.0%	-4	-4%	-4%[11.5 µM]
COC(CNC(=O)c1ccc2c(c1)ncn2-c1cccc(C)c1)OC	7	1%	0%	3%	-3%	?	2%	-0.5%	0	-3%	.
CCc1ccc(NC(=O)C(=O)N/N=C(\C)CC(=O)Nc2ccccn2)cc1	-11	-2%	-7%	3%	-1%	6%	0%	-0.1%	-1	1%	1%
Cc1ccc2cccc(SCC(=O)NCC#N)c2n1	3	-6%	3%	5%	-3%	-1%	0%	?	0	3%	5%
CN(C(=S)NC(=O)C12CC3CC(CC(C3)C1)C2)c1ccc(O)cc1	-9	-54%[inhibitor]	.	-5%	-3%	?	0%	-1.1%	.	.	.
CCCCn1c(N)c(N(Cc2ccccc2OC)C(=O)COc2cc(C)ccc2Cl)c(=O)[nH]c1=O	13	11%	.	.	-3%	6%	25%	-0.1%	.	.	.
C#CCOCCOCCOCCNc1nc(N2CCN(C(=O)CCCCCCCCCCNC(=O)[C@H](CCCCN)n3cc(CCCC(=O)O)nn3)CC2)nc(N2CCN(C(=O)CCCCCCCCCCNC(=O)[C@H](CCCCN)n3cc(CCCC(=O)O)nn3)CC2)n1	18	14%	.	23%	-1%	-3%	-22%	0.1%	.	.	.
Cc1ccc2c(CC(=O)Nc3c(C)n(C)n(-c4ccccc4)c3=O)coc2c1	5	2%	?	0%	-3%	?	-9%	-2.0%	3	0%	1%
Cc1cc(NC(=O)CCCN2C(=O)c3cccnc3C2=O)no1	7	-53%[inhibitor]	10%	3%	-5%	-1%	0%	-0.3%	1	2%	-10%
CC(Sc1nnc(COc2ccc(Cl)cc2)n1Cc1ccccc1)C(=O)O (stereo not given)	3	-13%	-7%	9%	-1%	-6%	0%	-0.3%	17	5%	-1%
N/C(=N\OC(=O)COc1ccccc1Cl)c1ccc(Cl)cc1	28	0%	11%	-4%	-1%	-6%	-7%	0.0%	-4	-3%	-1%
O=C(NC(=S)NC1CCSC1=O)c1ccccc1 (stereo not given)	-26	-17%	-4%	2%	2%	?	1%	-0.4%	1	3%	15%
O=C1COc2ccc(S(=O)(=O)N3CCN(c4ccccc4)CC3)cc2N1	17	28%	.	-1%	-10%	3%	1%	0.1%	.	-5%	.
COc1cccc(OC)c1OCCCCN1CCCCC1	-14	11%	-15%	1%	-7%	1%	-2%	-0.3%	2	5%	-1%
O=C(COc1ccc(Br)cc1)N1CCC(c2ccccc2)C1 (stereo not given)	5	24%	-28%	0%	0%	11%	-8%	0.2%	-4	0%	23%
CCN(CC)CCn1c(NCc2cccc(OC)c2)nc2ccccc21	4	-10%	-6%	2%	-5%	10%	7%	0.7%	0	3%	10%
COc1ccc(NS(=O)(=O)c2ccc(N3CCOCC3)c(NC(=O)c3ccc(OC)cc3)c2)cc1	19	15%	6%	-13%	1%	-3%	-1%	-0.6%	-3	1%	15%
O=C(NNC(=O)C1[C@H]2CCCC[C@@H]12)c1ccc(=O)oc1 (stereo not given in full)	-12	10%	.	280%[activator]	-2%	4%	-2%	0.1%	8	-3%	-9%
O=C(CSc1nnc(-c2ccco2)n1-c1ccccc1Cl)Nc1cccc(C(=O)O)c1	7	?	0%	0%	-5%	2%	1%	-0.5%	13	-1%	.
CCN1CCN(C(=S)Nc2ccc(Cl)cc2Cl)CC1	-19	-13%	-1%	5%	-6%	13%	-2%	0.1%	3	0%	-4%
O=C(CCNC(=O)c1ccc(Br)o1)NCc1ccc(Cl)cc1	-6	-6%	-2%	3%	-9%	-9%	-3%	0.0%	2	-2%	-14%
CCOc1ccccc1NC(=O)c1nc(S(=O)(=O)Cc2cccc(C)c2)ncc1Cl	27	-35%[inhibitor]	.	-11%	-6%	1%	3%	0.0%	.	1%	.
O=C(COc1ccccc1)Nc1nc2c(s1)CCCC2	21	19%	3%	1%	-1%	3%	-6%	-0.8%	1	-2%	.
CCC1=C(OC(=O)N(CC)CC)N2C(=O)OC(=NCc3ccccc3)[C@]2(C)[C@H]2C1=CC[C@H]1C(=O)N(CC(=O)OC)C(=O)[C@H]12	20	0%	-2%	2%	-1%	?	-10%	-0.9%	3&2	-1%	2%&-9%
COC(=O)c1c(C(=O)OC)c2n(c1C)Cc1ccccc1C2	-12	-1%	14%	-1%	-8%	4%	-2%	0.0%	1	3%	-1%
CCN1CSC(=S)N(Cc2ccc(OC)cc2)C1	-10	-60%[inhibitor]	.	1%	0%	-12%	0%	4.2%	0	1%	-8%
C/C(=N/NC(=O)CNC(=O)c1ccncc1)c1ccco1	-12	18%	.	0%	0%	?	-2%	-0.7%	0	3%	-5%
CC12CCC(=O)N1C(C(=O)Nc1ccc(F)cc1)CS2 (stereo not given)	19	40%	-11%	0%	-11%	6%	-4%	-0.9%	0	7%	1%
CC(C)[N+]1=C2C=CC=CC=C2SC12C([N+](=O)[O-])=CC(=[N+]([O-])[O-])C=C2[N+](=O)[O-] (stereo not given)	-20	-8%	.	1%	-5%	-14%	-4%	3.9%	-3	-2%	-1%
O=C(NN=C1CCCC1)c1cc(O)cc(O)c1	2	29%	.	-1%	-1%	?	-22%	-0.2%	.	2%	6%
Cc1nc(NC2=NCN(CCc3ccccc3)CN2)nc2ccccc12	.	.	3%	.	.	?	-3%	-1.6%	-3	-2%	-14%
Cc1c(C)n(C)c2ccc(C(=O)N3CCN(c4ccccn4)CC3)cc12	-15	-19%	?	2%	-5%	4%	-3%	-0.2%	0	1%	.
O=C(CSc1nnc(-c2cccs2)n1-c1ccccc1)c1ccc2c(c1)OCCO2	-11	6%	0%	-1%	-6%	2%	1%	-0.8%	1	1%	9%
COc1ccc(OC)c(S(=O)(=O)NC2CCN(Cc3ccccc3)CC2)c1	-12	23%	10%	6%	-8%	9%	2%	-0.2%	1	1%	-3%
COc1ccccc1CNC(=O)CCS(=O)(=O)c1ccc(Cl)cc1	4	16%	.	-3%	0%	-2%	-6%	-0.3%	.	.	.
c1ccc(OCc2nc(-c3cccs3)no2)cc1	3	32%	5%	2%	.	?	-1%	4.2%	-1	1%	2%
CCC1Oc2ccc(C)cc2N(CC(=O)NCCCN2CCCCC2CC)C1=O (stereo not given)	3	-16%	0%	-1%	-4%	-1%	5%	-0.1%	2	0%	-4%

From PubChem BioAssay
